Salmonella PhoP GFP: inhibitors of PhoP regulon expression, primary screen, Salmonella Typhimurium, GFP reporter (AID 1863). S. Typhimurium PhoP-regulated promoter GFP reporter, 4 h; higher % means a stronger effect. inhibition, % at 50 µM; hits with a dose series show IC50 in µM. 300,000 tested, 0.16% active;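 active = inhibition over 29.93%, a cutoff 3 SD above the screen mean, later confirmed by dose response; inconclusive = inhibition over 29.93% but no dose response follow-up; inactive = inhibition at most 29.93% or unconfirmed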;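 also: 0% = low Mg2+ inducing control and 100% = high Mg2+ repressing control; strong numbers were not always called active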
T cell HTS: T cell immune modulation candidate; AID 2052; 330,000 tested, 0.068% active; calls only at 7 µM; 2C CD8+ T cell-vesicle binding, flow cytometry; hits give low values;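 active = response, share of CD8 T cells binding vesicles, and their 90th percentile fluorescence all below set limits, cut at about 80% in these data, passing the limit was not always enough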
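Assay system – 2C mouse CD8+ T cells · Also added – QL9-loaded Drosophila micro-vesicles · Timing – Cell–vesicle co-incubation 1.5 h at 37 °C, staining 20 min on ice · Signal – flow cytometry of vesicle-bound cells · Measure – percent CD8+ FL2 mean versus row control · Controls – Peptide-free naked vesicles (low) and QL9 vesicles with 0.7% DMSO vehicle (high)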
GPR55 beta-arrestin: selective activators of receptor GPR55 – imaging, U2OS cells, beta-arrestin-GFP redistribution, primary screen (AID 1961); 290,000 tested, 0.048% active; activation, % at 10 µM; hits with a dose series show EC50 in µM; U2OS GPR55 beta-arrestin-GFP redistribution imaging; higher % means a stronger effect;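 active = activation above 40% with more than 50 cells counted in the well; inconclusive = wells holding fewer than 50 cells, flagged as toxic or sparse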;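 also: U2OS osteosarcoma cells stably expressing GPR55 and beta-arrestin-GFP; plate controls were DMSO negative control for no effect and LPI positive control for full effect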
KOR beta-arrestin-1: KOR antagonists, beta-arrestin recruitment, cell-based, luminescence, uHTS (AID 1778); 290,000 tested, 0.091% active; KOR beta-arrestin recruitment, luminescence, antagonist mode; higher % means a stronger effect; one-dose inhibition, % at 10 µM; IC50 in µM for titrated hits; in the data active = inhibition above about 50%; also: strong numbers were not always called active
GPR55 antagonists: inhibition of LPI-stimulated GPR55 beta-arrestin translocation – imaging, U2OS, beta-arrestin-GFP, LPI agonist, primary screen (AID 2013); U2OS GPR55 beta-arrestin-GFP translocation imaging, LPI antagonism; higher % means a stronger effect; inhibition, % at 10 µM, or IC50 in µM where a hit was titrated; 290,000 tested, 0.13% active;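 active = spots per cell inhibited over 60%, with over 100 cells counted and total cytoplasm intensity under 500,000; inconclusive = wells with under 100 cells, flagged as likely toxic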;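 also: U2OS cells stably carrying GPR55 and arrestin-GFP stimulated by 5 µM LPI near EC80; imaged beta-arrestin-GFP aggregate spots per cell after agonist stimulation; plate controls were LPI-stimulated DMSO wells for no effect and DMSO wells without LPI for full effect; some results filed as inactive read as strong as hits; confirmed hits need IC50 under 10 µM and bright autofluorescent wells are also inconclusive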
NTR1 agonist: NTR1-driven beta-arrestin-GFP spot formation – imaging, U2OS cells, high content, primary screen (AID 493036); P30989; agonist mode; activation, % at 20 µM; 330,000 tested, 0.17% active;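 active = activation at or above 40% of the spot to cytoplasm intensity ratio, with at least 20 cells analyzed; inconclusive = wells under 20 cells, flagged as cytotoxic or low count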;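 also: 0% = DMSO without peptide and 100% = 100 nM NTR1 peptide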
Target sequence (P30989 whole entry, looked up): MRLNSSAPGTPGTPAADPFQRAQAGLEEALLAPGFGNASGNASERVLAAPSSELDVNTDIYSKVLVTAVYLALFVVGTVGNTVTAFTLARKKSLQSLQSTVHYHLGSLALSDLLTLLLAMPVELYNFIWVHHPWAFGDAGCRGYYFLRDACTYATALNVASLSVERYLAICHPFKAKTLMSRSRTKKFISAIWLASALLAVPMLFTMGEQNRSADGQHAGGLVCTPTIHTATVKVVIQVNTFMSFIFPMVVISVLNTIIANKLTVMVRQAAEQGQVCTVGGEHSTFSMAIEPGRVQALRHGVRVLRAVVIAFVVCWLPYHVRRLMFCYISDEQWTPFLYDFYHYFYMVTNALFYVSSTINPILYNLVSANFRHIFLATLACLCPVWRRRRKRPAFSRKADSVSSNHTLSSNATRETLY
GPR35 arrestin U2OS: GPR35 antagonists blocking zaprinast-driven arrestin recruitment, primary screen, imaging, U2OS, beta-arrestin-GFP, zaprinast agonist (AID 2058); U2OS GPR35 beta-arrestin-GFP translocation imaging, zaprinast antagonism; higher % means a stronger effect; inhibition, % at 10 µM; hits with a dose series show IC50 in µM; 290,000 tested, 0.052% active;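 active = inhibition of at least 50% with at least 30 cells and total cytoplasm GFP at most 10,000,000; inconclusive = under 30 cells or total GFP of 10,000,000 plus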
West Nile antiviral: inhibition of WNV-induced cytopathic effect – cell-based, CPE readout (AID 1621); West Nile virus-infected cells, CPE inhibition; higher % means a stronger effect; CPE inhibition, % at 10 µM; hits with a dose series show IC50 in µM; 290,000 tested, 0.02% active; in the data active = a potency from the dose series; inconclusive = CPE inhibition mostly from about 3.7% at the one dose, without a potency; inactive = the rest, 99 in 100 with CPE inhibition below about 2.2%; also: strong numbers were not always called active
KOR beta-arrestin-2: kappa opioid receptor activators – cell-based, luminescence, uHTS, primary screen (AID 1777); 280,000 tested, 0.02% active; KOR beta-arrestin recruitment, luminescence; higher % means a stronger effect; activation, % at 10 µM; hits with a dose series show EC50 in µM; in the data active = activation above about 50%, passing the limit was not always enough; also: a part of the inactive calls stands beside numbers as strong as those of hits
T cell HTS vesicle-bound %: second read-out of T cell HTS, no call of its own (marks repeat the call); double positive events, %; measured here: CD8+ vesicle-bound cell fraction;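 binding gate set so that unloaded-vesicle control wells show 10% double positive cells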
NTR1 agonist cell count 20 µM: recorded beside NTR1 agonist, whose call it bears; cell count; measured here: cell count, cytotoxicity flag
Starred values were filed as active, the others as inactive; i = inactive; ? = inconclusive; nt = not tested or not shown; [ ] = remark or other dose.

Below each SMILES: Salmonella PhoP GFP | T cell HTS | T cell HTS vesicle-bound % | GPR55 beta-arrestin | KOR beta-arrestin-1 | GPR55 antagonists | NTR1 agonist | NTR1 agonist cell count 20 µM | GPR35 arrestin U2OS | West Nile antiviral | KOR beta-arrestin-2
- O=c1c2cnn(-c3ccccc3)c2ncn1Cc1ccco1
→ 8% | i | 15 | -0.1% | -20% | -4% | 0.0 | 70 | 8% | -0.1% | -0.8%
- CN(CCO)c1cc(N2CCCCC2)c2nonc2c1[N+](=O)[O-]
→ 6% | i | 50 | -0.6% | -36% | 4% | 0.9 | 84 | -15% | nt | -3.0%
- COCCCn1c2nc3ccccc3nc2c2c(=O)n(CC3CCCO3)cnc21 (centres undefined)
→ -11% | i | 24 | -0.1% | -21% | 0% | 1.1 | 61 | 5% | 0.1% | 0.1%
- COc1ccc(C2NCCc3sccc32)cc1 (centres undefined)
→ 4% | i | 59 | 0.8% | -35%[20 µM] | 15% | -0.7 | 83 | -14% | -0.2% | 0.3%
- Cc1cc(NC(=O)c2noc3c2CCc2ccccc2-3)no1
→ 1% | i | 14 | 0.2% | 5% | -8% | 2.1 | 91 | 6% | nt | -3.4%
- Cc1cccc(N(C(=O)CS(=O)CC(=O)Nc2ccc3c(c2)OCO3)C(C)C(=O)NC2CCCC2)c1C (centres undefined)
→ 3% | i | 27 | -0.1% | 19% | -4% | -0.7 | 55 | 6% | -0.3% | -1.7%
- O=C(Cn1c(-c2ccccn2)nc2ccccc21)N/N=C/c1cccnc1
→ nt | i | 11 | -0.2% | nt | -6% | 4.2 | 54 | -12% | 0.6% | nt
- COc1ccccc1P(=O)(Cc1ccccc1)c1ccccc1 (centres undefined)
→ -2% | i | 37 | -0.1% | 35% | 7% | -0.2 | 79 | 4% | -0.8% | -3.8%
- CCn1c(SCC(=O)Nc2ccccc2)nnc1-c1ccc(S(=O)(=O)N2CCOCC2)cc1
→ -5% | i | 58 | -0.2% | -24% | 3% | 2.7 | 78 | -4% | -1.0% | 1.3%
- COCc1cc(C)nc(OCC(=O)N/N=C/c2ccc(O)cc2O)c1C#N
→ 10% | i | 64 | 0.4% | 5% | 15% | -1.6 | 75 | -6% | nt | -2.6%
- Cc1ccccc1S(=O)(=O)/N=C(/c1ccccc1)N(C)C
→ -2% | i | 13 | -0.2% | 5% | 14% | 1.6 | 59 | -7% | -0.4% | -1.5%
- Cn1c(=O)c2c(ncn2CCC(=O)N/N=C/c2ccncc2)n(C)c1=O
→ -11% | i | 36 | -0.6% | 22% | 13% | -0.9 | 48 | 2% | -0.1% | 1.3%
- Cc1csc2c(N3CCN(C(=O)Nc4ccc(OC(F)(F)F)cc4)CC3)ncnc12
→ 12% | i | 22 | -0.2% | -12% | 10% | 12 | 55 | 32% | -0.6% | 0.7%
- COc1cccc(C(=O)CSc2nnc(-c3cc(OC)cc(OC)c3)o2)c1
→ -1% | i | 28 | -0.1% | -13% | 27% | 1.0 | 56 | 12% | -0.2% | 1.3%
- CCC(C)(C)NC(=O)COc1ccc(C(=O)c2ccccc2)cc1
→ -1% | i | 19 | 0.7% | -4% | 0% | 3.5 | 34 | -6% | -1.3% | -4.7%
- CCCSCC(=O)Nc1ncc2c(n1)-c1ccccc1CC2
→ 2% | i | 48 | -0.3% | -5% | 13% | 1.0 | 45 | -13% | 0.9% | -5.9%
- COc1ccc(COC(=O)C2=C(C)NC(=O)NC2c2ccccc2)cc1 (centres undefined)
→ 1% | i | 57 | -0.2% | 21% | 5% | 1.8 | 57 | -7% | -0.8% | -1.2%
- CN(C)CCC(=O)N1c2ccccc2Sc2ccc(C(F)(F)F)cc21
→ 10% | i | 9 | 0.4% | 2% | -4% | -0.7 | 65 | -6% | -0.9% | 0.7%
- CC(C)C(c1nnnn1Cc1ccc(F)cc1)N1CCC(C(N)=O)CC1 (centres undefined)
→ -1% | i | 35 | -0.4% | -1% | 14% | -1.1 | 29 | -9% | -0.5% | 4.1%
- Cn1c(NN)nc2ccccc2c1=O
→ -1% | i | 16 | -0.2% | 8% | 3% | 0.0 | 62 | -2% | 0.1% | -2.1%
- C=CCn1c(SCc2ccc3nonc3c2)nnc1-c1cccs1
→ 6% | i | 40 | 0.0% | 42% | 5% | -1.5 | 84 | -2% | 0.0% | -1.4%
- Nc1cc(=O)[nH]c(SCc2nc3ccccc3n2Cc2ccccc2)n1
→ 5% | i | 14 | 0.2% | 22% | -2% | -0.1 | 56 | -10% | -1.0% | 5.0%
- CCOc1ccccc1NC(=O)CN1CCC(NC(=O)c2ccccc2)CC1
→ -2% | i | 42 | -0.2% | 4% | 17% | 1.1 | 39 | 5% | 0.1% | 0.8%
- O=C(CS(=O)(=O)c1cccc(Cl)c1)Nc1ccccc1Cl
→ 8% | i | 41 | 0.2% | -3% | 13% | -1.5 | 81 | 17% | -0.5% | 1.9%
- CCCN1C2CCCC1CC(NC(=O)NC1CCCCC1)C2 (centres undefined)
→ 5% | i | 14 | 0.2% | 14% | 10% | 0.2 | 73 | 11% | -0.8% | 7.4%
- CC(C)(C)NC(=O)NC(=O)COC(=O)c1cccc(NS(=O)(=O)c2ccc(F)c(F)c2)c1
→ 23% | i | 27 | 0.2% | 11% | 8% | 4.4 | 36 | 2% | -0.3% | -3.2%
- CCc1ccc(NC(=O)c2cnccn2)cc1
→ 12% | i | 43 | 0.3% | -29%[20 µM] | 1% | 0.0 | 62 | -9% | 0.0% | nt
- CCCc1nc2ccccc2c(=O)n1NC(=O)c1c(O)c2cccc3c2n(c1=O)CCC3
→ 7% | i | 37 | 0.3% | -15% | -4% | -1.7 | 35 | -7% | 0.5% | 9.5%
- COc1ccc(CC(=O)NCC(=O)N/N=C(/C)c2ccco2)cc1
→ -6% | i | 47 | -0.4% | 4% | 14% | 2.3 | 101 | -6% | -0.1% | -2.9%
- COc1ccc(-c2noc(CCC(=O)NCCCN3CCC(Cc4ccccc4)CC3)n2)cc1
→ -10% | i | 34 | -0.1% | -11% | 18% | -4.1 | 102 | -6% | -0.8% | -0.9%

Reprinted from the part before: 3 entries; new compounds follow.
Below each SMILES: Salmonella PhoP GFP | T cell HTS | T cell HTS vesicle-bound % | GPR55 beta-arrestin | KOR beta-arrestin-1 | GPR55 antagonists | NTR1 agonist | NTR1 agonist cell count 20 µM | GPR35 arrestin U2OS | West Nile antiviral | KOR beta-arrestin-2
- CCCc1nc2ccccc2c(=O)n1NC(=O)c1c(O)c2cccc3c2n(c1=O)CCC3
→ 7% | i | 37 | 0.3% | -15% | -4% | -1.7 | 35 | -7% | 0.5% | 9.5%
- COc1ccc(CC(=O)NCC(=O)N/N=C(/C)c2ccco2)cc1
→ -6% | i | 47 | -0.4% | 4% | 14% | 2.3 | 101 | -6% | -0.1% | -2.9%
- COc1ccc(-c2noc(CCC(=O)NCCCN3CCC(Cc4ccccc4)CC3)n2)cc1
→ -10% | i | 34 | -0.1% | -11% | 18% | -4.1 | 102 | -6% | -0.8% | -0.9%
- CC1=CC2=NC(=O)/C(=C/c3cccn3Cc3ccccc3)C(=N)N2O1
→ -2% | i | 10 | 0.3% | 31% | -4% | 0.7 | 40 | -12% | -0.5% | -1.5%
- CC1(O)CC(c2ccc(Cl)cc2)=NN1C(=O)c1ccc(Cl)cc1 (centres undefined)
→ -5% | i | 57 | -0.1% | -52%[20 µM] | 11% | 1.1 | 54 | 3% | -0.8% | -0.8%
- CCN(CC)C(=O)CSc1nnc([C@@H](N)Cc2ccccc2)o1
→ 6% | i | 3 | -0.6% | 35% | 6% | -0.2 | 66 | 0% | 0.2% | 7.3%
- O=C1CC2CS(=O)(=O)CC2N1c1ccc(Cl)cc1Cl (centres undefined)
→ -6% | i | 16 | 0.6% | -44% | 2% | 1.5 | 68 | -1% | 0.1% | -0.2%
- CC1CN(S(=O)(=O)c2ccc(C(=O)NCCCn3ccnc3)cc2)CC(C)O1 (centres undefined)
→ -4% | i | 62 | -0.3% | 2% | 4% | 0.5 | 94 | 8% | 0.4% | -2.7%
- O=C(CN1CCN(Cc2ccc(F)cc2Cl)C1=O)NCCc1ccc(Cl)cc1
→ -4% | i | 43 | 0.3% | -6% | -13% | 2.0 | 59 | -15% | -0.7% | -0.8%
- COc1ccc(-n2nnnc2SCC(=O)Nc2ccccc2N2CCOCC2)cc1
→ 8% | i | 31 | -0.1% | -56%[20 µM] | 11% | 0.5 | 81 | -17% | -1.3% | -1.0%
- COc1ccc(N2CCN(C(=O)Nc3ccc(S(=O)(=O)N(C)C)cc3)CC2)cc1
→ 38% | i | 30 | -0.2% | 28% | 2% | 0.6 | 75 | -5% | -1.1% | -3.7%
- CCN(CC)CCCN1C(=O)C(O)=C(C(=O)c2ccc(C)o2)C1c1cccs1 (centres undefined)
→ nt | nt | nt | -0.1% | -6% | -1% | nt | nt | 4% | nt | -4.3%
- O=C(O)c1ccccc1C(=O)NNc1ccc(F)cc1
→ 5% | i | 31 | 0.0% | 8% | 7% | -0.6 | 83 | 16% | 1.6% | 1.0%
- CC1(C)CC(=O)C2=C(C1)NC(=O)CC2C(=O)NCc1ccc(F)cc1 (centres undefined)
→ -1% | nt | nt | -0.2% | 25% | 2% | -1.3 | 69 | 17% | 0.3% | -1.9%
- CSc1nc2nccc(/C=C\c3ccccc3)n2n1
→ 8% | i | 39 | 0.2% | 0% | -5% | 7.2 | 89 | 0% | ? | 0.6%
- Cc1ccc2c(c1)N(CCC(=O)NCc1ccc3c(c1)OCO3)C(=O)CO2
→ 7% | i | 24 | 0.2% | -32% | 7% | 0.0 | 83 | 15% | -0.4% | 5.4%
- O=c1[nH]c(CSc2nc(-c3ccc(F)cc3)cs2)nc2ccccc12
→ -20% | i | 8 | 0.1% | -1% | 9% | 5.7 | 52 | -6% | -1.0% | 6.5%
- CC1CC(CCN)(c2ccccc2)C(C)CN1C (centres undefined)
→ -13% | i | 52 | 0.4% | 4% | 9% | -0.3 | 57 | 6% | 0.1% | -1.4%

High-throughput results as filed in PubChem BioAssay.
